Assay outcomes from PubChem.
CTSL1 counter: counter-screen for PFM18AAP inhibitors: inhibitors of F. hepatica cathepsin L1. inhibition, % at 5.96 µM. 300,000 tested, 0.49% active. recombinant F. hepatica cathepsin L1, Z-Leu-Arg-MCA fluorescence;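 active = inhibition above the mean of all tested compounds plus 3 SD, set per screening campaign, cut at about 17% in these data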;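 also: 0% = plate median of test compound wells and 100% = 1 µM Z-Phe-Ala-diazomethylketone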
TPT1 inhibitor: inhibitors of Candida albicans tRNA 2'-phosphotransferase TPT1; inhibition, % at 5 µM; recombinant caTPT1, FP RNA substrate dephosphorylation; 300,000 tested, 0.81% active; AID 1962;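 active = inhibition above the mean of all tested compounds plus 3 SD, set per screening campaign, cut at about 24% in these data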;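 also: plate controls were DMSO alone for no effect and ferristatin control at 100 nM for full effect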
PAFAH2 FP inh: inhibitors of human PAFAH2; Q99487; recombinant PAFAH2, FP-rhodamine activity probe, fluorescence polarization; inhibition, % at 3.39 µM; 340,000 tested, 0.99% active; AID 492956;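 active = inhibition above the mean over all tested compounds plus 3 SD, cut at about 30% in these data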;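 also: inhibitors block probe labeling of enzyme so polarization drops; 0% = enzyme with DMSO and 100% = wells lacking PAFAH2 protein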
AHR act: activates the human aryl hydrocarbon receptor; 320,000 tested, 2.5% active; activation, % at 5 µM; AHR-responsive luciferase reporter cells, luminescence; in the data active = activation above about 47%;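 also: 0% = vehicle wells and 100% = reference agonist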
proCasp3 act: activates human procaspase-3. recombinant procaspase-3 D3A, Ac-DEVD-pNA absorbance 405 nm. activation, % at 8.5 µM. 330,000 tested, 0.11% active. AID 463141;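 active = activation above the mean of all tested compounds plus 3 SD, cut at about 21% in these data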;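 also: 0% = DMSO alone and 100% = DMSO wells spiked with extra 5 µM PC-3 D3A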
Target sequence (P42574 whole entry D9A/D28A/D175A): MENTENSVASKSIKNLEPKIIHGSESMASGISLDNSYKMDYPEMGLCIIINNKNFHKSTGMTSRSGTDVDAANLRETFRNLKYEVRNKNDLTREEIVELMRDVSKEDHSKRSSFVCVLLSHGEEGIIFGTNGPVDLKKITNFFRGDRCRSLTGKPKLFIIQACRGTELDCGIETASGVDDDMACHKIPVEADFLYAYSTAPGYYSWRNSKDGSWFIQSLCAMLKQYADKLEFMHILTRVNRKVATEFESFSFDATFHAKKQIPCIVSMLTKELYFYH
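Compound: 8.5 µM single point, 0.8% DMSO / Material: Autoprocessing-dead procaspase-3 D3A mutant enzyme / Timing: 1 h preincubation plus 2 h reaction at 25 °C / Medium: Zinc-free HEPES/NaCl buffer with 0.01% Triton X-100 at pH 7.4 / Technique: 405 nm absorbance of p-nitroaniline, reads at 0 and 120 min / Repeats: one well per compound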
core dimer inh: blocks dimerization of HCV core protein | TR-FRET GST/Flag-core106 dimerization, 1536-well | inhibition, % at 5 µM | 300,000 tested, 0.33% active;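 active = inhibition above the mean of all tested compounds plus 3 SD, set per screening campaign, cut at about 45% in these data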
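Assay system: GST-tagged and Flag-tagged HCV core protein residues 1-106 / Times: compound-protein-antibody incubation 4 h at 22.5 °C / Signal: time-resolved FRET, ex 340 nm, em 617 and 671 nm / Evaluation: % inhibition based on acceptor/donor emission ratio / Benchmarks: wells lacking GST-core106 and wells with excess unlabelled core106 / Repeats: singlicate, one well per compound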
PP1 counter: PP1-alpha (human) inhibition in PP5 counter-screen; P62136; purified PP1alpha, OMFP fluorescence; inhibition, % at 6.7 µM; 320,000 tested, 0.9% active; AID 2235;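 active = inhibition above the mean inhibition of all tested compounds plus 3 SD, computed separately for each screening campaign, cut at about 15% in these data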
Target sequence (P62136 whole entry, looked up): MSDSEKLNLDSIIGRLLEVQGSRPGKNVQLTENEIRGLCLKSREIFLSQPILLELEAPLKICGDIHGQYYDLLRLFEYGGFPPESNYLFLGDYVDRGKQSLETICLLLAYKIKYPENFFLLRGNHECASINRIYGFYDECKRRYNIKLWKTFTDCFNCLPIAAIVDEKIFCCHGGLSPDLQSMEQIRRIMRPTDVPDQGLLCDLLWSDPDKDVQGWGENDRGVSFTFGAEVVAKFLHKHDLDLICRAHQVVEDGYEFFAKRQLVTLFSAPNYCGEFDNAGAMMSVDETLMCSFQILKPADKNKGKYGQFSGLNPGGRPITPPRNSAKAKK
procasp7 counter: counter-screen: procaspase-7 (human) activation; P55210; recombinant procaspase-7, Ac-DEVD-pNA absorbance 405 nm; D23A/D198A/D206A triple mutant, cannot self-cleave; scale: DMSO 0, 5 µM enzyme 100; activation, % at 8.5 µM; 330,000 tested, 0.093% active;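 active = percent activation above the screen-wide mean plus 3 SD, cut at about 25% in these data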
Target sequence (P55210 whole entry D23A/D198A/D206A): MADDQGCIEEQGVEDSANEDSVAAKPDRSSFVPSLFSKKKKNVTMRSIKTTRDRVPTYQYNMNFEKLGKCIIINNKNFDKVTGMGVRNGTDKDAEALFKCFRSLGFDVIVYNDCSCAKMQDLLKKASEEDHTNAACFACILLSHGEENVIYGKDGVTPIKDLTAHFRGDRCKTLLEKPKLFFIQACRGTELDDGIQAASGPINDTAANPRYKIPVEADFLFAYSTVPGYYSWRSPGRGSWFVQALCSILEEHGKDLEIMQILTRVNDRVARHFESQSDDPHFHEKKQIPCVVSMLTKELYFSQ
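Assay system: Uncleavable procaspase-7 mutant enzyme | Input: 2 µM procaspase-7 mutant as dispensed | Timing: 1 h compound preincubation, 2 h substrate cleavage, 25 °C | Repeats: One well per compound | Control set: DMSO wells as 0%, DMSO with 5 µM added PC-7 as 100% | Technique: Epi-absorbance of released pNA at 405 nm, two timepoints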
PP5 inh: inhibitors of human protein phosphatase 5 (PP5); P53041; inhibition, % at 6.7 µM; purified PP5c, OMFP substrate fluorescence; 320,000 tested, 0.18% active;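 active = inhibition above the campaign's mean inhibition across all tested compounds plus 3 SD, cut at about 9.5% in these data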;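 also: 0% = DMSO only and 100% = 100 µM cantharidin control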
Active calls of the source: *; . = no result given. Compounds were not picked by outcome; 5.6% or so of the library scored in one or more.

canonical_smiles | CTSL1 counter | TPT1 inhibitor | PAFAH2 FP inh | AHR act | proCasp3 act | core dimer inh | PP1 counter | procasp7 counter | PP5 inh
COc1ccc(CNc2ccc3c(c2)ncn3C)cc1OC | -4.5 | 1.9 | -3.8 | 9.7 | 2.6 | -1.8 | -7.6 | -14.2 | -1.5
COc1cccc(C(=O)NC(=O)Nc2cc(C)[nH]n2)c1 | 5.6 | 8.4 | -1.9 | 51.1* | 2.9 | 0.0 | -3.6 | -1.3 | -1.0
CCc1cc(=O)oc2cc(C)cc(OCC(=O)NC(Cc3c[nH]c4ccc(O)cc34)C(=O)O)c12 (stereo unspecified) | 2.6 | -2.5 | -3.1 | -0.2 | 3.0 | 3.6 | 3.3 | 7.1 | 0.6
N#CCCN(C(=O)COC(=O)CCC(=O)c1ccc(F)cc1)c1ccccc1 | . | . | 5.5 | -0.2 | 2.6 | . | -4.1 | -5.5 | -1.9
O=C(O)c1ccc(NC(=O)c2cn(-c3ccccc3)nc2-c2ccc(Br)cc2)cc1 | 3.3 | 0.6 | -17.2 | 0.8 | -0.8 | 26.1 | 5.6 | -0.3 | 8.1
CCOc1c2ccc(C(=O)NCc3ccco3)cc2nn1CC | -0.2 | 2.6 | -1.3 | 4.5 | 3.2 | -6.6 | -0.5 | 6.0 | 1.1
CCCCC(=O)Nc1ccc(NC(=O)c2cccnc2)cn1 | 9.4 | -0.7 | 5.0 | 12.2 | -8.7 | -11.1 | -9.1 | -3.5 | -5.5
CC(Sc1nc2ncc(Cl)cc2[nH]1)C(=O)c1c(N)n(C)c(=O)n(C)c1=O (stereo unspecified) | -2.6 | 0.1 | 2.1 | 8.1 | 2.7 | -0.3 | -4.5 | 0.5 | -1.3
O=C(NCc1ccco1)C(=O)NCc1ccccc1Cl | -3.8 | -4.1 | 3.8 | -0.6 | -6.1 | -2.3 | 1.4 | -2.5 | 2.7
CC(C)CN(C(=O)COC(=O)C12CC3CC(CC(O)(C3)C1)C2)C1CCS(=O)(=O)C1 (stereo unspecified) | -1.2 | -4.3 | -3.7 | -0.4 | 4.1 | -1.0 | 3.1 | 7.7 | 2.5
Cc1noc(C)c1CSCC(=O)OCc1nc2ccccc2c(=O)n1CC#N | -28.3 | 6.2 | 8.1 | 5.6 | -2.3 | 12.9 | -1.3 | 5.1 | 0.4
CC1=C(C(N)=O)C(c2cccs2)n2nc(-c3cccc(Cl)c3)nc2N1 (stereo unspecified) | 0.6 | -2.5 | 6.2 | 66.9* | -0.9 | -6.7 | 0.6 | 2.6 | 1.8
Cc1ccccc1OCC(=O)NNC(=O)C1CCN(c2ncnc3sc(C)c(C)c23)CC1 | -19.8 | -2.8 | 7.9 | 1.0 | 4.6 | -0.3 | -2.4 | 3.6 | 1.4
CCOC(=O)C1CCN(C(=O)C2CCN(S(=O)(=O)c3cccc4nsnc34)CC2)CC1 | -0.3 | -1.0 | 0.0 | -0.2 | 8.9 | -5.1 | -2.9 | -0.3 | 0.6
CCCCC(=O)Nc1cc(OC)c(NC(=S)NC)cc1OC | -2.4 | -0.4 | 0.0 | 1.4 | -6.3 | -7.0 | -3.8 | 0.3 | -0.9
O=C1CCN(CCc2ccccc2)CCN1[C@H](COc1ccccc1)Cc1ccccc1 | -1.9 | -1.8 | -6.0 | 2.6 | -6.3 | -12.6 | 3.9 | -1.2 | 4.8
CCC(=O)N1CCN=C1SCc1ccc(Cl)cc1 | 0.7 | -0.5 | 0.6 | -2.8 | 11.8 | -2.2 | 2.2 | 4.0 | -0.6
CCN1C(=O)[C@@H]2[C@@H](c3ccc(-c4ccc5c(c4)OCO5)cc3)N3CCCC[C@@]3(C(=O)OC)[C@@H]2C1=O | -0.8 | 1.6 | -0.7 | 1.9 | 2.5 | 13.4 | 4.2 | -0.4 | 2.8
COc1ccc(/C=N/Nc2ccccc2C(=O)O)cc1 | 3.5 | -1.1 | 7.0 | 3.8 | 1.0 | -1.7 | -0.1 | -19.5 | 1.9
O=C(CSc1nnnn1C1CC1)N1CCN(c2ccccc2F)CC1 | . | . | -10.1 | -1.4 | 3.6 | . | -2.4 | -9.3 | -1.6
CC1CCCCC1NC(=O)c1ccc(S(=O)(=O)NCc2ccco2)cc1 (stereo unspecified) | -0.9 | -0.8 | 2.4 | -1.5 | 0.8 | 4.8 | 1.0 | -7.0 | 0.3
COCCN(C(=O)COC(=O)c1oc2ccc(OC)cc2c1C)c1c(N)n(Cc2ccccc2)c(=O)[nH]c1=O | 0.0 | 0.6 | -1.5 | -2.3 | 1.2 | 5.1 | 1.9 | 6.5 | 0.5
CCN(CC)CCNC(=O)Cn1cnc2sc(C)c(S(=O)(=O)N3CCN(c4ncccn4)CC3)c2c1=O | -3.2 | -3.4 | 5.5 | -1.4 | 2.5 | -0.6 | -3.6 | 0.9 | 1.4
O=S(=O)(NCc1c(Cl)cccc1Oc1ccccc1)c1ccc(F)cc1 | 0.5 | -2.0 | 7.8 | -0.8 | -4.1 | 3.2 | 3.4 | -0.1 | 5.2
CCOC(=O)C1(Cc2cccc(OC)c2)CCN(CC=C(C)C)CC1 | 4.3 | -4.3 | 1.6 | 3.8 | 1.6 | -4.9 | -1.0 | -3.5 | 1.4
COc1ccc(OCC(=O)N2CCN(C(=O)c3cccs3)CC2)cc1 | -3.1 | 3.2 | 9.5 | -1.3 | 4.2 | -0.1 | -1.2 | 7.8 | -2.5
O=S(=O)(Oc1ccccc1C(=S)N1CCOCC1)c1ccc(Cl)cc1 | 1.2 | -3.8 | 6.2 | 0.3 | 0.5 | -24.0 | 1.0 | 5.1 | 2.3
O=C(N/N=C/c1ccccc1Cl)c1nc2ccc([N+](=O)[O-])cc2c(=O)[nH]1 | 3.3 | -1.4 | 19.0 | 8.7 | 4.8 | 14.0 | 5.8 | 5.5 | -2.5
CC(=O)Nc1ccc(OC(=O)c2cccnc2)cc1 | -1.6 | -1.7 | 14.7 | 18.3 | -3.5 | -5.7 | 0.5 | -3.0 | 1.0
CC(C)CC1=NN(C(=O)c2ccco2)C(O)(C(F)(F)F)C1 (stereo unspecified) | 1.4 | -4.0 | 1.8 | -1.5 | 2.6 | -0.7 | 1.6 | -0.1 | 2.6
O=C(c1ccccc1)C1CN(Cc2ccccc2)CCC1(O)c1ccccc1 (stereo unspecified) | 1.5 | -1.1 | 1.6 | 1.6 | 0.7 | 0.6 | -3.3 | 12.7 | -1.4
CN1C(=O)/C(=N/OC(=O)c2ccccc2)c2ccccc21 | -39.2 | -2.2 | -4.6 | 2.7 | 13.7 | -4.4 | -1.8 | -0.7 | 0.7
CC(=O)Nc1ccc(S(=O)(=O)NNC(=O)CCc2ccccc2)cc1 | 0.1 | 3.5 | 0.8 | 0.9 | 3.4 | -3.2 | -4.1 | 8.7 | 0.6
CCC(=O)Nc1c(C#N)c2nc3ccccc3nc2n1-c1ccccc1C | 0.8 | 2.1 | -3.4 | 20.6 | 4.2 | 4.0 | 1.2 | 9.1 | 1.4
Cc1ccc(NC(=O)c2nccnc2C(=O)O)cc1C | 1.3 | -1.1 | 8.6 | 0.3 | 8.2 | -1.0 | 2.8 | 4.4 | -1.6
CCc1nnc(NC(=O)c2ccc(-c3cccc(C(F)(F)F)c3)o2)s1 | 2.0 | -0.8 | -1.9 | 6.5 | 2.4 | 16.7 | -0.7 | -1.3 | 0.5
COc1ccc(/C=N/NC(=O)c2cccc(NC(=O)c3ccc(F)cc3)c2)c(C(=O)O)c1OC | 3.1 | -2.2 | -8.4 | 105.5* | 2.2 | 0.8 | -2.5 | -8.8 | -0.2
COc1ccc(CCNC(=O)C2CC(=O)N(c3ccc(C(C)(C)C)cc3)C2)cc1OC (stereo unspecified) | 1.1 | -1.7 | -1.0 | 6.1 | -5.7 | -2.2 | 2.6 | 3.3 | 0.1
O=C(NCc1ccco1)C(c1ccccc1)N(C(=O)Cc1cccs1)c1cccnc1 (stereo unspecified) | 1.1 | 2.4 | -3.5 | -0.3 | -2.4 | 2.0 | 0.0 | 0.8 | -2.7
CCOc1ccccc1C(=O)NN1CCOCC1 | 4.5 | 2.0 | -1.3 | 23.7 | -2.4 | -26.5 | -3.4 | -6.4 | 2.3
CCOC(=O)c1c(-c2ccc(OC)cc2)oc2ccc(O)cc12 | 0.4 | -3.6 | -2.2 | 5.9 | -4.1 | -17.5 | -0.8 | 0.5 | 3.2
CCn1c(C(c2ccccc2)c2ccccc2)n[nH]c1=S | 2.7 | 0.0 | 0.0 | 8.0 | -6.8 | 2.1 | -3.8 | -20.0 | 0.3
CCOC(=O)N1CCC(NC(=O)Cc2cn(C)c3ccccc23)CC1 | 4.8 | -0.8 | -4.0 | -3.9 | 10.8 | -4.0 | -0.2 | -2.1 | 0.8
CCOc1cc(CNCCCN2CCOCC2)cc(Br)c1OCc1ccccc1Cl | 2.1 | -1.7 | 0.1 | -0.2 | 9.7 | -4.8 | 2.3 | 8.1 | -0.2
O=C1c2ccccc2C(=O)N1CCCc1nc2ccccc2c(=O)n1-c1cccnc1 | -0.1 | -1.6 | . | 4.6 | -5.8 | -3.7 | -2.6 | -1.8 | -0.8
COc1ccc(NC(=O)c2cccc(N3C(=O)C4C5C=CC(C6CC56)C4C3=O)c2)c(OC)c1 (stereo unspecified) | -3.2 | -2.0 | 4.7 | -0.1 | 3.2 | 8.9 | -6.5 | 9.4 | -3.1

Of the compounds above, 8 contain a Cl atom.
canonical_smiles | CTSL1 counter | TPT1 inhibitor | PAFAH2 FP inh | AHR act | proCasp3 act | core dimer inh | PP1 counter | procasp7 counter | PP5 inh
CC(Sc1nc2ncc(Cl)cc2[nH]1)C(=O)c1c(N)n(C)c(=O)n(C)c1=O (stereo unspecified) | -2.6 | 0.1 | 2.1 | 8.1 | 2.7 | -0.3 | -4.5 | 0.5 | -1.3
O=C(NCc1ccco1)C(=O)NCc1ccccc1Cl | -3.8 | -4.1 | 3.8 | -0.6 | -6.1 | -2.3 | 1.4 | -2.5 | 2.7
CC1=C(C(N)=O)C(c2cccs2)n2nc(-c3cccc(Cl)c3)nc2N1 (stereo unspecified) | 0.6 | -2.5 | 6.2 | 66.9* | -0.9 | -6.7 | 0.6 | 2.6 | 1.8
CCC(=O)N1CCN=C1SCc1ccc(Cl)cc1 | 0.7 | -0.5 | 0.6 | -2.8 | 11.8 | -2.2 | 2.2 | 4.0 | -0.6
O=S(=O)(NCc1c(Cl)cccc1Oc1ccccc1)c1ccc(F)cc1 | 0.5 | -2.0 | 7.8 | -0.8 | -4.1 | 3.2 | 3.4 | -0.1 | 5.2
O=S(=O)(Oc1ccccc1C(=S)N1CCOCC1)c1ccc(Cl)cc1 | 1.2 | -3.8 | 6.2 | 0.3 | 0.5 | -24.0 | 1.0 | 5.1 | 2.3
O=C(N/N=C/c1ccccc1Cl)c1nc2ccc([N+](=O)[O-])cc2c(=O)[nH]1 | 3.3 | -1.4 | 19.0 | 8.7 | 4.8 | 14.0 | 5.8 | 5.5 | -2.5
CCOc1cc(CNCCCN2CCOCC2)cc(Br)c1OCc1ccccc1Cl | 2.1 | -1.7 | 0.1 | -0.2 | 9.7 | -4.8 | 2.3 | 8.1 | -0.2
